Screening results deposited in PubChem BioAssay by several laboratories.
GSK3A inh: blockers of GSK3A enzyme activity – biochemical, luminescence, cell-free homogeneous, HTS, primary screen; GSK-3 alpha kinase, ADP-Glo luminescence, 60 min; inhibition, % at 10 µM; 320,000 compounds, 0.1% hits; AID 2650, 2010;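 in the data active = inhibition above about 50%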;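 also: GST-tagged GSK-3 alpha with peptide substrate and 25 µM ATP; 0% = DMSO neutral wells and 100% = GW8510 positive control wells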
Target sequence (P49840 whole entry, looked up): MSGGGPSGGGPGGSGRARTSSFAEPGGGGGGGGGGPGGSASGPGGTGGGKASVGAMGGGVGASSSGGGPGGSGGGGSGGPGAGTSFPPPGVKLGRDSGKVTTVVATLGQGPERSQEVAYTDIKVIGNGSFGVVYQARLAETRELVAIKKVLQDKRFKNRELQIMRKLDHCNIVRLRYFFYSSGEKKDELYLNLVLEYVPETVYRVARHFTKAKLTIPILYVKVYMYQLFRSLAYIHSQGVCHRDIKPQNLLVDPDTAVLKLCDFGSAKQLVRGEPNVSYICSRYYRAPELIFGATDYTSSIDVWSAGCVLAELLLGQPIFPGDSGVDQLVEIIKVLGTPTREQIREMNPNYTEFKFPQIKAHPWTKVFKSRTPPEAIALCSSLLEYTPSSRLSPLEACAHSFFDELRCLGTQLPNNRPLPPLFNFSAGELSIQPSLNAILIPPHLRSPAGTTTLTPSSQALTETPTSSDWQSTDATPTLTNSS
IEC-6 cytotox: cytotoxicity in IEC-6 intestinal epithelial cells, primary screen, cytotoxicity control for KLF5 inhibitor project, cell-based, luminescence; 290,000 compounds, 0.78% hits; inhibition, % at 5 µM; AID 1825, 2009; IEC-6 cytotoxicity, luminescence viability; in the data active = inhibition above about 22%;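 also: 0% = plate median of test compound wells and 100% = cytotoxic reference compound wells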
GSK3B inh: human GSK3beta kinase inhibitors, primary screen, biochemical, cell-free homogeneous, HTS | AID 2097, 2009 | 300,000 compounds, 0.038% hits | activity score (negative = inhibition), % at 10 µM | Glycogen synthase kinase-3 beta (Homo sapiens), P49841 | GST-GSK3beta kinase, ADP-Glo luminescence, 60 min; hits give low values;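 active = more than half of replicate wells score below -50%, meaning over 50% inhibition versus plate controls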;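 also: 0% = median DMSO wells and -100% = median GW8510 positive control wells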
Target sequence (P49841 whole entry, looked up): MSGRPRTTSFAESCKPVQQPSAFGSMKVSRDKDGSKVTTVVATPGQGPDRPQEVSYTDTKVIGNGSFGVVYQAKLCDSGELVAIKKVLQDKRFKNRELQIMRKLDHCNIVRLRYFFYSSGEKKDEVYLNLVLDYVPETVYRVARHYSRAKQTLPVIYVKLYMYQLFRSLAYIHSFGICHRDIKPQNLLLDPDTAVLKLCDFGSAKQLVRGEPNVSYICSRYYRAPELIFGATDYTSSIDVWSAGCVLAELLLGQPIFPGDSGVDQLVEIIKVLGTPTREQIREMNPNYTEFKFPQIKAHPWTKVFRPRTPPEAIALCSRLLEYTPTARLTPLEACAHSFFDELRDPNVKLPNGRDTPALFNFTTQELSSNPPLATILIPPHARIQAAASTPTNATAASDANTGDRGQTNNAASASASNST
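Test system – GST-tagged human GSK3beta kinase, cell-free · Incubation – 60 min enzyme reaction, room temperature · Signal – ADP-Glo luminescence · Also added – peptide substrate and ATP at 25 µM · Controls – DMSO neutral wells and GW8510 at 20 µM as positive · Buffer or medium – Tris/MgCl2 kinase buffer · Measure – Luminescence-derived activity versus plate DMSO and GW8510 wells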
aSyn UTR inh: MLPCN primary screen, SNCA 5' untranslated region; alpha-synuclein 5'UTR reporter, inhibitor activity; inhibition, % (tested at 7.5 µM); 300,000 compounds, 0.82% hits; in the data active = inhibition above about 60%;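 also: H4 neuroglioblastoma cells stably carrying SNCA 5'UTR luciferase fusion; 0% = DMSO wells and 100% = positive control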
AI-2 QS mod: Vibrio harveyi AI-2 quorum sensing modulators, primary screen, JMH597 strain, luminescence/OD600 ratio; Vibrio harveyi JMH597 AI-2 luminescence/OD600 ratio, 9 h; hits give low values; strain lacks LuxN and CqsS sensors; 0 = neutral-control median; activity change, % at 7.5 µM; 300,000 compounds, 0.4% hits; in the data active = activity change below about -75%, passing the limit was not always enough;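 also: luminescence divided by OD600 gain over 9 h not by final OD600 alone; inactives centre near 13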
HIF act: HIF pathway transcriptional activators, primary screen, cell-based, U2OS HRE-luciferase, luminescence. 300,000 compounds, 0.32% hits. U2OS HRE-luciferase reporter; normalized: DMSO 0%, desferrioxamine 100%. activation, % at 7.5 µM (by protocol). AID 1910, 2009;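 active = mean activation of at least 10% of the iron chelator positive control signal, with at least half of replicates also reaching 10%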
HSF-1 act: HSF-1 activators, primary screen, NIH3T3-HGL cells, MG132 stress, luminescence, single point | NIH3T3-HGL HSF-1 luciferase reporter, 8 h; 100% = twice DMSO control signal | activation, % at 9 µM | 300,000 compounds, 1.7% hits | AID 504408, 2011;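 active = mean replicate activation of at least 50% with a set share of replicates each reaching 50%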;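 also: 0% = median of the neutral control wells and 100% = twice that signal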
HSP90 refold inh: HSP90 inhibitors, primary screen, cell lysate, luminescence. inhibition, % at 5.6 µM. Rabbit reticulocyte lysate, luciferase refolding luminescence, 3 h. 290,000 compounds, 0.91% hits. AID 1789, 2009. Heat shock protein HSP 90 (rabbit reticulocyte lysate; luciferase refolding);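 active = inhibition above the screen-wide mean plus 3 SD, computed separately per campaign, cut at about 16% in these data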;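 also: 0% = DMSO wells and 100% = 60 µM geldanamycin wells; inhibitors lower the luminescence because luciferase stays unfolded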
HSF1 inh: HSF1 inhibitors in luciferase reporter cells, primary screen, cell-based, NIH3T3, luminescence. 300,000 compounds, 0.77% hits. AID 2098, 2009. activity change, negative = inhibition, % at 7.5 µM (by protocol). NIH3T3-HGL HSE-luciferase, MG132-induced, luminescence 8 h; hits give low values;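 active = more than half of replicate wells show activity change below -50%, luminescence cut by over half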;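 also: luciferase reports HSF-1 transcriptional activity via heat shock element; 0% = median of DMSO wells and -100% = zero luminescence signal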
KLF5 inh: KLF5 expression inhibitors, primary screen, DLD-1 cells, luminescence; 290,000 compounds, 0.23% hits; inhibition, % at 5 µM; DLD-1 KLF5 promoter-luciferase reporter;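 active = inhibition above a per-plate limit of that plate's mean compound inhibition plus 3 SD, cut at about 60% in these data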;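 also: 0% = DMSO wells and 100% = LY294002 at 200 µM; higher means less KLF5 promoter-driven luciferase light; inactives centre near -14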
Active calls of the source: *; . = no result given.

Results follow in this order: GSK3A inh	IEC-6 cytotox	GSK3B inh	aSyn UTR inh	AI-2 QS mod	HIF act	HSF-1 act	HSP90 refold inh	HSF1 inh	KLF5 inh
#1 O=C(CCCN1C(=O)/C(=C\c2ccccc2)SC1=S)Nc1ccc(O)cc1C(=O)O
 : -4	-4	3	-11	16	0.1	-2	2	1	-11
#2 O=C(COC(=O)/C=C/c1ccc(Br)o1)Nc1ccc2[nH]c(=O)[nH]c2c1
 : -1	.	1	6	36	-0.1	3	.	-7	.
#3 CCOC(=O)c1ccc(NC(=O)CN2C(=O)CSC2=O)cc1
 : 1	-1	2	-10	-40	-0.1	5	-3	-3	-3
#4 CN(C)C(=O)c1ccc(-c2nnc(NCc3ccccc3)c3ccccc23)cc1
 : -1	2	5	-1	32	0.6	-4	-2	-9	-35
#5 CC(C)(CO)CNC(=O)CCc1nnc(-c2ccc(-c3ccccc3)cc2)o1
 : 1	-5	0	38	14	-52	-5	-2	-8	-21
#6 Cc1nc(-c2ccc(NC(=O)Cc3ccccc3)cc2)cs1
 : 1	-4	2	-164	6	-22	57*	-2	29	-86
#7 CC1C(=O)NC(=O)C1c1ccccc1 (centres undefined)
 : 0	-2	-3	-5	24	-0.9	-2	3	-1	-21
#8 C/C(Cn1cnc([N+](=O)[O-])n1)=N/NC(=O)COc1ccccc1Cl
 : 1	-3	-1	-6	21	-0.1	0	-4	1	-1
#9 Cc1ccc(-c2nn3c(-c4ccco4)nnc3c3ccccc23)cc1S(=O)(=O)NCC1CCCO1 (centres undefined)
 : 5	-2	0	37	24	-1.3	1	1	-1	-3
#10 Cc1c(C(=O)NC(C)C)c(-c2ccccc2)nn1-c1ccccc1
 : .	-1	-12	-20	10	0.2	11	1	-1	-18
#11 Cc1noc(C)c1NC(=O)NCCN1CCN(Cc2ccccc2)CC1
 : 1	-2	-3	13	1	0.1	0	-2	4	-7
#12 CCCN(CCC)S(=O)(=O)c1ccc(Cl)c(OC)c1
 : 2	8	-3	32	-5	-0.7	17	-1	-4	-7
#13 Cc1ccccc1Nc1nnc(SCC(=O)Nc2ccccc2[N+](=O)[O-])s1
 : -1	2	1	-81	23	1.3	6	2	-1	-9
#14 Cc1[nH]c(=O)[nH]c(=O)c1S(=O)(=O)Nc1ccc(Cl)c([N+](=O)[O-])c1
 : -2	3	-3	9	25	0.7	-16	7	2	-16
#15 COc1ccc(/C=C/C(=O)NCCc2ccc(OC)c(OC)c2)cc1
 : .	4	3	1	39	0.0	-10	-1	-10	-28
#16 CCN(CC)S(=O)(=O)c1ccc(NC(=O)c2ccccc2N(C)S(C)(=O)=O)cc1
 : 2	-11	3	19	22	0.2	0	0	-1	-22
#17 Nc1nccnc1C(=O)OCC(=O)Nc1ccc2[nH]c(=O)[nH]c2c1
 : 1	.	0	0	31	1.4	0	.	4	.
#18 COc1ccc(C)cc1S(=O)(=O)N1CCN(C(=O)c2ncoc2-c2ccc(F)cc2)CC1
 : 2	11	2	27	-2	-0.1	8	10	-6	-10
#19 CCc1ccc(N(CC(=O)NCc2ccco2)C(=O)CCC(=O)Nc2ccccn2)cc1
 : -2	-2	2	-3	22	0.0	1	-2	-1	-7
#20 O=C(N/N=C/c1ccco1)C1CC1(c1ccccc1)c1ccccc1 (centres undefined)
 : -2	0	4	-2	8	-0.4	7	3	-3	-8

Remaining list, next part:
Results follow in this order: GSK3A inh	IEC-6 cytotox	GSK3B inh	aSyn UTR inh	AI-2 QS mod	HIF act	HSF-1 act	HSP90 refold inh	HSF1 inh	KLF5 inh
#21 CC(C)NC(=S)N/N=C/c1ccc(C(C)(C)C)cc1
 : -3	6	0	-16	21	0.7	16	-10	7	-59
#22 CN(CC(=O)Nc1ccc(S(=O)(=O)N2CCCC2)cc1)Cc1ccc(Cl)cc1Cl
 : -1	-2	1	1	26	0.0	1	-2	2	-36
#23 O=C(CS(=O)(=O)c1cn(Cc2ccc(Cl)cc2)c2ccccc12)N1CCOCC1
 : 2	3	0	-4	29	-0.4	-3	-5	-1	-13
#24 CCCCn1c(=O)n(CC(O)c2ccccc2)c(=O)c2c1ncn2C1CCCC1 (centres undefined)
 : -3	1	-4	-15	19	-0.6	10	1	5	-11
#25 COc1ccnc(-n2cccc2C=O)c1C#N
 : -2	-7	1	-1	11	-1.0	-6	4	-5	-2
#26 O=C(CC1S/C(=N/N=C/C=C/c2ccccc2)NC1=O)Nc1ccc(Cl)c(Cl)c1 (centres undefined)
 : -2	-8	-2	-12	6	0.5	3	3	5	-6
#27 COc1ccccc1N1CCN(CCCNC(=O)Cn2ncc3c([nH]c4ccccc43)c2=O)CC1
 : 0	2	2	-1	4	-0.6	4	-2	-4	-11
#28 COCCn1cnc2c1c(=O)n(CC(=O)Nc1cc(C)on1)c(=O)n2Cc1ccccc1
 : -4	-1	-2	-5	10	-0.5	9	2	-2	-12
#29 O=C(c1cc([N+](=O)[O-])cc([N+](=O)[O-])c1)N(Cc1nnc(-c2ccccc2Cl)o1)C1CC1
 : 0	2	-4	36	13	-0.6	32	0	11	-37
#30 C/C=C/C(=O)OCC(=O)Nc1ccc(OC)c(OC)c1
 : .	-7	-3	27	8	-0.8	1	1	-6	-14
#31 Cc1ccc(/C=N/NC(=O)c2c(-c3ccccc3)noc2C)o1
 : -4	2	2	-5	15	-0.1	5	6	1	-7
#32 CC(C)(C)c1ccc(/C=C(\C#N)C(=O)Nc2ccccn2)cc1
 : -1	-1	-1	-2	11	3.5	-69	-3	-59*	-18
#33 COc1ccc(N2CCN(C(=O)COC(=O)Cc3cccc(OC)c3)CC2)cc1
 : 1	.	1	-1	8	0.5	-2	.	-6	.
#34 COc1ccc(CCNC(=S)N2CCN(S(=O)(=O)c3cccc(F)c3)CC2)cc1
 : -3	.	-1	13	14	-0.5	-7	.	-5	.
#35 O=C(CC(NC(=O)c1ccccc1)c1ccccc1)Nc1ccc(F)c(F)c1 (centres undefined)
 : 1	3	-3	-9	2	-0.2	-3	1	1	-8
#36 Cc1ccc(-c2ccccc2NC(=O)CS(=O)CC(=O)Nc2ccc(C)c(Cl)c2)o1 (centres undefined)
 : -3	-3	1	8	15	0.3	41	0	22	-16
#37 O=C(NCc1ccco1)c1nc2c(nnn2Cc2cccc(Cl)c2)c(=O)[nH]1
 : -3	0	3	7	51	.	-1	-5	2	-19
#38 O=C(Nc1nc2ccsc2c(=O)s1)c1ccco1
 : 0	4	-1	-130	36	4.3	34	0	14	-86
#39 CCn1c(SCc2nc(-c3cccs3)no2)nnc1-c1c[nH]c2ccccc12
 : 3	-8	0	-3	27	-0.3	17	-3	6	-12
#40 CC(C)(C)N1CC2([N+](=O)[O-])CN(C(C)(C)C)CC([N+](=O)[O-])(C1)C2
 : -4	2	-2	-3	10	-0.6	-20	3	-8	-14

Next compounds:
Results follow in this order: GSK3A inh	IEC-6 cytotox	GSK3B inh	aSyn UTR inh	AI-2 QS mod	HIF act	HSF-1 act	HSP90 refold inh	HSF1 inh	KLF5 inh
#41 CN(C)CCOCCP(=O)(c1ccccc1)c1ccccc1
 : 3	2	-1	21	27	-1.1	2	-1	-3	2
#42 COc1ccc(CCNC(=O)CSc2nc(C)nc3sccc23)cc1OC
 : 1	0	-1	5	-11	0.0	16	0	-3	-11
#43 O=C(NNC(=S)Nc1ccc(Cl)cc1Cl)c1ccncc1
 : 1	6	2	-28	37	0.3	9	0	1	-10
#44 COC(=O)C1CN(C(=O)COc2ccc(Cl)cc2C)c2ccccc2O1 (centres undefined)
 : -2	-1	1	3	1	-1.4	9	6	8	-3
#45 Cc1c(CN2CCC(C(=O)Nc3ccc(Oc4ccccc4)nc3)CC2)cnn1C
 : 1	2	.	-1	41	-1.0	1	-1	-1	-30
#46 COc1ccc(C(=O)Nc2ccc(NC(=O)c3cc(OC)c(OC)c(OC)c3)cn2)cc1
 : -1	-2	0	-27	20	-0.3	3	-2	2	-21
#47 COc1ccc(OC)c(/C=N/NC(=O)c2[nH]nc3c2CCc2ccccc2-3)c1
 : .	-10	-3	-8	-8	-0.1	18	0	5	7
#48 Cc1noc(C)c1CSc1ccccc1C(=O)N(C)CC(=O)Nc1cccc(F)c1
 : -1	.	1	-1	23	-0.1	2	.	-2	.
#49 CCOc1cc(CNc2ncnc3nc[nH]c23)ccc1OC
 : 0	-5	-1	-9	3	0.3	13	-2	-1	5
#50 CCC(=O)c1ccc(OCC(O)CN2CCN(S(=O)(=O)N3CCCCC3)CC2)cc1 (centres undefined)
 : 0	3	0	-1	20	-0.5	-3	5	-3	0
#51 C/C(O)=C(\C#N)c1nc2ccccc2[nH]1
 : 2	2	-1	10	12	-0.2	-2	7	-9	-18
#52 CC1(C)Cc2c(sc(NC(=O)C(=O)N3CCCC3)c2C(=O)O)CO1
 : -1	5	5	-2	39	0.3	10	-3	0	-14
#53 CN(CC(=O)Nc1ccccc1-c1ccccc1)Cc1ccccc1Cl
 : -3	-8	0	17	-17	0.1	24	4	10	-20
#54 CCC/C(O)=C1\C(=O)CC(c2ccccc2)CC1=NC(C)C(=O)O (centres undefined)
 : -4	-2	0	-4	28	0.4	9	-5	-7	-9
#55 COc1ccc(C(=O)O/N=C(\C)c2cnccn2)cc1
 : 3	-2	-2	6	9	0.3	-9	4	-1	-29

Ordered by molar mass (lowest first): some entries from above.
Results follow in this order: GSK3A inh	IEC-6 cytotox	GSK3B inh	aSyn UTR inh	AI-2 QS mod	HIF act	HSF-1 act	HSP90 refold inh	HSF1 inh	KLF5 inh
#53 CN(CC(=O)Nc1ccccc1-c1ccccc1)Cc1ccccc1Cl
 : -3	-8	0	17	-17	0.1	24	4	10	-20
#44 COC(=O)C1CN(C(=O)COc2ccc(Cl)cc2C)c2ccccc2O1 (centres undefined)
 : -2	-1	1	3	1	-1.4	9	6	8	-3
#45 Cc1c(CN2CCC(C(=O)Nc3ccc(Oc4ccccc4)nc3)CC2)cnn1C
 : 1	2	.	-1	41	-1.0	1	-1	-1	-30
